# EWS-Fli inh: inhibitors of EWS/Fli oncoprotein transcriptional activity; A673 NR0B1-luciferase reporter, viability-normalised; inhibition, % at 12.6 µM; hit rate 0.67% among 350,000; AID 651661;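 active = mean inhibition of at least 50% after viability correction, with every replicate also passing that limit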;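 note: firefly luciferase signal divided by Alamar Blue viability fluorescence both relative to DMSO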
# GSIS activator: GLuc luminescence reporter in INS-1E cells, primary screen for activators of glucose-dependent secretion of insulin | activation, % at 16.6 µM | INS-1E GLuc reporter insulin secretion, 2-3 h | hit rate 0.61% among 370,000 | AID 743287;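 active = lowest replicate activation of at least 40%, so every replicate reaches that level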;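 note: 0% = median of neutral control wells and 100% = median of IBMX positive control wells; some compounds called inactive have numbers as strong as hits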
# F508del corr: CFTR F508del correction in bronchial cells | hit rate 0.36% among 350,000 | CFBE cells, YFP halide quenching; stimulated with forskolin plus potentiator P3; % fluorescence drop versus neutral controls | activity (quench increase), % at 7.58 µM;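 active = mean added fluorescence quench of at least 8% versus neutral control, with both replicates also reaching 8%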;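 note: cells transiently co-express mutant CFTR-F508del with the halide-sensitive YFP; corrector assay measuring rescue of mutant channel to the surface after 24 h compound exposure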
# FN deposition inh: fibronectin deposition inhibition; AH1F fibroblasts, Alexa488-fibronectin deposition fluorescence, overnight; inhibition, % at 12.6 µM; hit rate 0.086% among 350,000; AID 743247;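 active = mean inhibition across replicates of 30% or more, regardless of how many single replicates reach that level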;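 note: positive control wells lacked labelled fibronectin entirely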
#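 Assay system: AH1F fibroblast monolayer, labelled fibronectin deposition. Amount: 10000 cells per well. Also added: labelled fibronectin 24 nM. Compound: single-point pinned compound. Incubation: cell attachment 1 h, compound and FN exposure overnight. Detection: fluorescence after three HBSS washes, excitation 485 nm, emission 525 nm. Read-out: inhibition of fibronectin deposition signal.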
# PAX8 inh HTS: PAX8 transcriptional activity inhibition; hit rate 1.2% among 360,000; inhibition, % at 12.6 µM; RMG-I TPO-luciferase reporter, SteadyGlo, 24 h;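 active = mean replicate inhibition at least 60% with every replicate also reaching 60%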;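 note: luciferase light reporting Pax8 driven TPO promoter activity; plate controls were median of neutral control wells for no effect and mitoxantrone controls for full effect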
# miR122 inh: blocks miR-122 activity in Huh7 sensor cells | hit rate 0.3% among 340,000 | activation (reporter increase), % at 12.5 µM | Huh7 miR-122 Renilla luciferase sensor, 48 h; neutral wells = 0, positive control = 100;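 active = mean replicate activation score at least 90 and every replicate individually at or above 90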;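 note: higher luciferase means less miR-122 activity so hits act as miR-122 inhibitors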
# DENV2 CPE: DENV2-induced cell death inhibition; DENV2-infected cells, cytopathic effect rescue, plate reader; CPE inhibition, % at 9.99 µM; hit rate 1.7% among 350,000; AID 651640; in the data active = CPE inhibition above about 20%, passing the limit was not always enough; tested in BHK-21 cells;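 note: 0% = median of neutral control wells and 100% = median of positive control wells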
# An asterisk follows results filed as active; . = not tested or not shown; & = joins results of further samples; ! = not confirmed by another sample; [ ] = remark or other dose.
# Fields – EWS-Fli inh	GSIS activator	F508del corr	FN deposition inh	PAX8 inh HTS	miR122 inh	DENV2 CPE
O=[N+]([O-])c1ccccc1S(=O)(=O)Nc1ncccn1
 : 2	8	-5.4	-3	-24	3	0
CCS(=O)(=O)Nc1ccc2c(c1)C(=O)N(C)C[C@@H](OC)[C@H](C)CN(Cc1cccnc1)[C@H](C)CO2
 : 3	0	.	5	0	1[16.7 µM]	-3
COc1ccc(N=Cc2c(O)n(-c3cccc(C)n3)c(=O)c3ccccc23)cc1
 : .	9	.	-23	17	-3	.
O=C(C[C@H]1CC[C@@H]2[C@H](COC[C@@H](O)CN2C(=O)c2ccccc2F)O1)N1CCOCC1
 : 4	10	-0.6	14	4	0[16.7 µM]	-14
Cc1ccc(S(=O)(=O)Nc2ccc3c(c2)CC(=O)N([C@H](C)CO)C[C@H](C)[C@H](CN(C)CC2CC2)O3)cc1
 : -1	0	-0.1	.	12	-8[16.7 µM]	-1
NC(=O)Nc1ccc(C(=O)OCC(=O)N2CCCC2=O)cc1
 : -6	9	-2.0	-3	7	-6	-3
Clc1ccc(Nc2ccc(NCc3ccccc3)nn2)cc1
 : -58	-34	-0.1	5	-38	.	-2
CC(=O)c1cc(NC(=O)c2ccc(Cl)cc2)c(=O)oc1/C=C/N(C)C
 : .	.	.	-8	12	13	.
CCOc1ccc(N2CC(C(=O)NCc3ccco3)CC2=O)cc1 (stereo not drawn)
 : -5	-1	-0.2	-1	5	-4	5
COc1ccccc1CN(Cc1nc2ccccc2c(=O)[nH]1)C(=O)Nc1ccc(C)cc1
 : -22	-3	-1.3	.	.	-5	-5
COc1ccccc1-c1cnc2c(c1)C(=O)N([C@@H](C)CO)C[C@@H](C)[C@H](CN(C)Cc1ccc(C(=O)O)cc1)O2
 : -24	10	-1.5	6	.	-7[16.7 µM]	-10
Cc1cc(Br)cn2cc(C(=O)O)nc12
 : -6	2	-0.9	0	3	1	11
CCC(=O)N1c2ccc(S(=O)(=O)N(CCO)Cc3ccccc3)cc2CC1C (stereo not drawn)
 : .	.	.	-5	12	13	.
CC1O[C@@H](O[C@H](C)CC[C@@H](C)O[C@H]2OC(C)[C@@H](O)C[C@H]2O)C(O)C[C@H]1O (stereo partly drawn)
 : -1	8	-1.8	1	5	-1	11
CC(C)CC(CO)N1CCN(C(=O)c2cccc(C(F)(F)F)c2)CCC1=O (stereo not drawn)
 : -9	9	-3.2	7	24	-4	-7
Cc1cc(Nc2ccccc2C(=O)O)n2ncnc2n1
 : -4	7	-2.5	-6	-8	-5	17
Cc1c(NC(=O)Cc2ccccc2)cccc1C(=O)NN1C(=O)c2ccccc2C1=O
 : -19	-2	.	-3	9	-7	-3
CCOc1ccccc1OCC(=O)Nc1cc(S(=O)(=O)N2CCCCC2)ccc1N1CCN(CC)CC1
 : 12	-11	2.0	13	-5	43	-5
CN(C)c1ccc(S(=O)(=O)NCC(=O)OCC(=O)c2ccc[nH]2)cc1[N+](=O)[O-]
 : -1	11	1.8	.	8	.	0
CCCCNC(=O)CSc1nc2ccccc2n1S(=O)(=O)c1ccc(Cl)cc1
 : .	-1	.	-2	-26	.	.
COC(=O)[C@@H]1[C@@H](CO)[C@@H]2Cn3c(ccc(-c4ccccc4)c3=O)[C@@H]2N1CCc1ccccc1
 : 2	-7	1.8	.	19	-7[16.7 µM]	-1
O=C(Cc1cccnc1)N[C@H]1CC[C@H](CCNS(=O)(=O)c2ccccc2Cl)O[C@@H]1CO
 : .	-7	2.4	0	.	.	6
C/C(=N\NS(=O)(=O)c1ccccc1)c1cc(Cl)cc(Cl)c1O
 : 6	-25	-0.9	3	35	1	7
CC(=O)CCC(=O)N1CCC(n2nccc2NC(=O)c2ccccc2C)CC1
 : -5	1	-0.4	2	8	.	3
C[C@@H]1CCCCO[C@H](CN(C)S(=O)(=O)c2ccc(F)cc2)[C@H](C)CN([C@@H](C)CO)C(=O)c2cc(NC(=O)CCCN(C)C)ccc2O1
 : 8	-7	2.1	12	-39	6[16.7 µM]	-8
CC(=O)Nc1ccc(N2CCOCC2)c(S(=O)(=O)Nc2ccccc2Cl)c1
 : 0	4	-0.1	13	2	12	2
COc1cc(C=NNc2ccccc2)ccc1OC(=O)c1ccccc1
 : -8	.	4.7	-9	-16	3	12
C[C@@H]1CN([C@H](C)CO)C(=O)c2cccc(NC(=O)c3ccncc3)c2O[C@H]1CN(C)Cc1ccc(Cl)c(Cl)c1
 : -4	-28	-4.7	.	61*	12[16.7 µM]	4
O=C(NCCN1CCCC1)c1ccc2c(c1)N(Cc1cccc(Cl)c1)C(=O)c1ccccc1S2(=O)=O
 : .	17	-0.3	-4	14	.	13
Nc1cc(-c2ccc(Cl)cc2)nn1S(=O)(=O)c1ccc(Cl)cc1
 : 4	.	2.5	3	0	3	11
Cc1ccc(C(=O)NC(Cc2ccccc2C(F)(F)F)C(=O)O)cc1 (stereo not drawn)
 : -3	14	-2.1	0	-15	-3	-13
COc1cc(COc2ccc3c(C)c(Cc4ccccc4)c(=O)oc3c2)cc(OC)c1OC
 : .	1&-4	.	-4	.	6	.
C[C@H]1CN([C@@H](C)CO)C(=O)c2cc(NC(=O)C3CC3)ccc2O[C@@H]1CN(C)C(=O)Nc1ccc2c(c1)OCO2
 : -4	1	0.1	.	-13	3[16.7 µM]	0
C[C@H]1[C@H](c2ccccc2)Oc2cccc(N3CCCC3)c2S(=O)(=O)N1Cc1cccc(F)c1
 : 2	3	0.8	-1	-6	.	-14
Cn1c(SCC(=O)NCCN2C(=O)CSC2=O)nnc1-c1ccccc1
 : -3	2	-0.4	-1	5	.	-9
Cc1ccc(F)cc1S(=O)(=O)N[C@@H]1CCN(C(=O)c2ccc(OC(C)C)cc2)C1
 : -1	.	0.3	.	5	.	-1
COc1ccc(-c2ccc(SCC(=O)Nc3nnc(C)s3)nn2)cc1
 : -29	7	1.0	2	-37	.	1
C[C@H]1CCCCO[C@@H](CN(C)Cc2ccc3c(c2)OCO3)[C@@H](C)CN([C@@H](C)CO)C(=O)c2cc(NS(=O)(=O)c3cccs3)ccc2O1
 : 11&-4	-10	0.0&-0.4	.	0&-3	-7&-6[16.7 µM]	59*!
CCOC(=O)C1(Cc2ccccc2)CCN(Cc2csc(C(C)=O)c2)CC1
 : 7	-16	-1.0	.	16	2	-4
Cc1ccnc(NC(=O)CCC(=O)N(CC(=O)NCc2ccc(F)cc2)Cc2ccco2)c1
 : -3	4	-1.5	6	-41	3	5
C/C(=N\NC(=O)CNC(=O)c1ccncc1)c1ccc(C)cc1
 : 0	10	-1.4	-6	-12	.	10
C=CC[C@@H](CC(=O)N(CCO)Cc1ccccc1)C(=O)N[C@@H](C)COC(=O)[C@@H](CC=C)CC(=O)OC(C)(C)C
 : -17	-33	0.0	-3	-26	12	.
Cc1ccccc1NC(=S)N1CCN(c2ccccc2Cl)CC1
 : 0	-7	-3.9	2	-19	-3	13
CO[C@H]1CN(C)C(=O)c2ccc(NC(=O)Nc3ccc4c(c3)OCO4)cc2OC[C@H](C)NC[C@H]1C
 : -74	14	-3.1	.	-52	.	10
COCC(=O)N1CCCCN2[C@@H](CO)[C@@H](c3ccc(-c4ccc(C)cc4)cc3)[C@@H]2C1
 : -11	-9	1.3	.	2	-7[16.7 µM]	66*
O=C(C[C@H]1C[C@@H]2c3cc(NC(=O)c4cccnc4)ccc3O[C@@H]2[C@H](CO)O1)NCc1cc(F)ccc1F
 : 4	-2	0.6	17	-19	-2[16.7 µM]	-3
CC(=O)N(C)C[C@@H]1Oc2cc(C#Cc3cccnc3)ccc2S(=O)(=O)N([C@@H](C)CO)C[C@H]1C
 : -3	38	2.7	6	.	-5[16.7 µM]	3
CCOc1cc(/C=N/n2c(C)nnc2C)ccc1O
 : 23	-2	2.9	6	20	1	-2
O=C(NNC(=O)c1ccc(Br)s1)c1csc(N2CCOCC2)n1
 : -6	5	-5.9	-7	3	-10	-4
C[C@H](CO)N1C[C@H](C)[C@H](CN(C)CC2CC2)Oc2ncc(-c3ccc(F)cc3)cc2C1=O
 : -5	5	-9.1	5	.	5[16.7 µM]	2
COc1ccc(CCN(Cc2cc3ccc(C)cc3n3nnnc23)C(C)=O)cc1OC
 : 7	34	0.0	3	26	.	-5
C[C@@H]1CN([C@H](C)CO)C(=O)Cc2cc(NC(=O)Nc3ccc(C(F)(F)F)cc3)ccc2O[C@H]1CN(C)C
 : 1	5	-0.6	.	6	-5[16.7 µM]	1
Cc1ccc(S(=O)(=O)N2CCCc3nc(-c4ccc(Br)cc4)ccc32)cc1
 : -1	22	0.1	4	-18	.	-5
O=C(COc1ccc(F)cc1Br)Nc1ccccc1N1CCOCC1
 : 3	-11	0.4	10	22	3	14
COc1cc2cc(Br)cc(Br)c2nc1C
 : .	.	.	14	-3	-7	.
O=C(C[C@@H]1CC[C@@H]2[C@H](COC[C@@H](O)CN2C(=O)c2ccc(F)cc2)O1)N1CCCCC1
 : -4	3	-0.3	-11	-5	-6[16.7 µM]	-1
CCOc1ccc(CCNC(=O)COC(=O)c2cc(OC)cc(OC)c2)cc1OCC
 : 3	39	0.8	2	4	1	.
COc1ccc(N2C(=O)CC(N3CCN(C(=O)c4ccco4)CC3)C2=O)cc1 (stereo not drawn)
 : -8	1	-1.6	0	9	0	3
O=C1NC(c2cccc([N+](=O)[O-])c2)=CCN1c1ccccc1O
 : 1	-9	-0.3	1	21	.	-2
O=C(c1ccc(Cl)c(S(=O)(=O)N2CCCC2)c1)N1CCCC(C(F)(F)F)C1 (stereo not drawn)
 : -2	-15	1.5	5	.	-5	-10

# Continuation:
# Fields – EWS-Fli inh	GSIS activator	F508del corr	FN deposition inh	PAX8 inh HTS	miR122 inh	DENV2 CPE
O=C(C[C@@H]1CC[C@H]2[C@@H](COC[C@@H](O)CN2S(=O)(=O)c2ccc(Cl)cc2)O1)NCCN1CCCC1
 : 5	-6	-1.8	-5	-9	-3[16.7 µM]	23*
O=C1OCCN1/N=C/c1ccc([N+](=O)[O-])o1
 : 12	-2	-3.0	-4	-7	1	0
O=C(c1ccccc1)N1CCN(S(=O)(=O)c2cccc(NS(=O)(=O)c3ccccc3)c2)CC1
 : 45	-18	-2.0	-11	8	-5	-1
CCC(=O)N(CC1CCC1)C[C@H]1[C@H](c2ccccc2)[C@@H](CO)N1C(C)=O
 : -5	1	0.2	.	1	6[16.7 µM]	4
Cc1[nH]nc2c1/C(=N/O)CC(c1ccccc1)C2 (stereo not drawn)
 : .	.	.	4	-32	-4	.
CCN(C(=O)COC(=O)c1ccco1)c1c(N)n(Cc2ccccc2)c(=O)[nH]c1=O
 : -6	13	2.3	0	-4	-7	5
COc1ccc(CN(CC2CCC(C(=O)O)CC2)C(=S)Nc2cc(C)ccc2C)cc1 (stereo not drawn)
 : 14	3	0.5	6	11	6	-5
Cc1ccc(S(=O)(=O)N2c3ccccc3OCC2C(C)(C)C)cc1 (stereo not drawn)
 : .	.	.	-16	7	-7	.
CCCCCC(=O)N1C[C@@H](O)[C@H](n2cc(-c3ccc(F)cc3)nn2)C[C@@H]1c1ccc(C)cc1
 : 3	-39	-4.2	-2	12	-3	2
COc1ccc(N2C[C@H](CSC)[C@@H](CC(=O)Nc3ccc(Br)cc3)C2=O)cc1
 : 12	-27	4.5	1	4	13	-12
Cc1c(NC(=O)C(C)OC(=O)COc2ccc(C#N)cc2)c(=O)n(-c2ccccc2)n1C (stereo not drawn)
 : 4	21	1.6	-4	2	.	6
CCn1c(SCc2nc3scc(-c4ccccc4)c3c(=O)[nH]2)nnc1-c1ccc(Cl)cc1
 : 10	4	-0.8	-6	39	.	-5
COc1ccccc1NC(=O)N1CC(=O)N2[C@@H](CO)[C@@H](c3ccc(C#CC(C)C)cc3)[C@@H]2C1
 : 34	-5	0.1	6	3	.	3
C[C@@H]1CN([C@@H](C)CO)C(=O)CCCn2nncc2CO[C@@H]1CN(C)Cc1ccc(-c2ccccc2)cc1
 : 13	-15	0.0	16	.	-1[16.7 µM]	2

# Assay outcomes: PubChem, Broad Institute
